Compound activity deposited in PubChem by National Center for Advancing Translational Sciences (NCATS).
POLH inh – blocks human DNA polymerase eta activity. recombinant Pol eta, fluorescent DNA replication assay. 1.2% of 390,000 active. Q9Y253. Potency, µM (top dose mostly 114 µM), without a hit: top-dose activity change, negative = inhibition, actives largely listed as inhibitors; also: % is scaled to controls: 0 for no effect and ±100 for the full control effect
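Pol eta (10 nM) was preincubated with compounds for 15 min at room temperature, after which fluorescent replication substrate (50 nM final) was added to start the reaction. Fluorescence was read kinetically at 0 and 10 min.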
BLM helicase inh – blocks DNA unwinding by human BLM helicase; 0.2% of 350,000 active; Potency, µM (top dose mostly 56.1 µM), for the others: top-dose activity change, negative = inhibition, most hits filed as inhibitors; P54132; AID 2528; recombinant BLM DNA unwinding, fluorescence dequenching;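 also: plate controls were vehicle for no effect and no enzyme for full effect; nearly all actives have a fitted effect of over 35% in size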
Pol kappa inh – blocks human DNA polymerase kappa activity. Q9UBT6. 0.53% of 400,000 active. Potency, µM (series often up to 107 µM), without a hit: at the top dose activity, negative = inhibition, hits mostly inhibitors. AID 588579. purified Pol kappa, fluorescent DNA synthesis assay, 10 min; also: % is scaled to controls: 0 for no effect and ±100 for the full control effect
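50 nM final substrate added after 15 min RT preincubation of 10 nM Pol kappa with compound; fluorescence read at 0 and 10 min.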
Pol beta inh – DNA polymerase beta (human) inhibition; P06746; Pol beta primer extension/strand displacement, fluorescence kinetic; Potency, µM (highest dose often 114 µM), for the others: at the top dose activity change, negative = inhibition, actives largely listed as inhibitors; 1.3% of 340,000 active; AID 485314; also: % is scaled to controls: 0 for no effect and ±100 for the full control effect
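Reaction started by 50 nM substrate onto compound-treated Pol beta (10 nM, 15 min preincubation, room temperature); plates read at 0 min and 10 min. Normalized concentration-effect data fitted by four-parameter Hill equation.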
BAZ2B block – BAZ2B (human) inhibition; Q9UIF8; AlphaScreen BAZ2B-H3K14Ac peptide displacement; Potency, µM (highest dose often 114 µM), for the others: top-dose activity change, negative = inhibition, most hits filed as inhibitors; 4.4% of 360,000 active; also: % is scaled to controls: 0 for no effect and ±100 for the full control effect; nearly all actives have a fitted effect of over 60% in size
Target sequence (Q9UIF8 whole entry, looked up): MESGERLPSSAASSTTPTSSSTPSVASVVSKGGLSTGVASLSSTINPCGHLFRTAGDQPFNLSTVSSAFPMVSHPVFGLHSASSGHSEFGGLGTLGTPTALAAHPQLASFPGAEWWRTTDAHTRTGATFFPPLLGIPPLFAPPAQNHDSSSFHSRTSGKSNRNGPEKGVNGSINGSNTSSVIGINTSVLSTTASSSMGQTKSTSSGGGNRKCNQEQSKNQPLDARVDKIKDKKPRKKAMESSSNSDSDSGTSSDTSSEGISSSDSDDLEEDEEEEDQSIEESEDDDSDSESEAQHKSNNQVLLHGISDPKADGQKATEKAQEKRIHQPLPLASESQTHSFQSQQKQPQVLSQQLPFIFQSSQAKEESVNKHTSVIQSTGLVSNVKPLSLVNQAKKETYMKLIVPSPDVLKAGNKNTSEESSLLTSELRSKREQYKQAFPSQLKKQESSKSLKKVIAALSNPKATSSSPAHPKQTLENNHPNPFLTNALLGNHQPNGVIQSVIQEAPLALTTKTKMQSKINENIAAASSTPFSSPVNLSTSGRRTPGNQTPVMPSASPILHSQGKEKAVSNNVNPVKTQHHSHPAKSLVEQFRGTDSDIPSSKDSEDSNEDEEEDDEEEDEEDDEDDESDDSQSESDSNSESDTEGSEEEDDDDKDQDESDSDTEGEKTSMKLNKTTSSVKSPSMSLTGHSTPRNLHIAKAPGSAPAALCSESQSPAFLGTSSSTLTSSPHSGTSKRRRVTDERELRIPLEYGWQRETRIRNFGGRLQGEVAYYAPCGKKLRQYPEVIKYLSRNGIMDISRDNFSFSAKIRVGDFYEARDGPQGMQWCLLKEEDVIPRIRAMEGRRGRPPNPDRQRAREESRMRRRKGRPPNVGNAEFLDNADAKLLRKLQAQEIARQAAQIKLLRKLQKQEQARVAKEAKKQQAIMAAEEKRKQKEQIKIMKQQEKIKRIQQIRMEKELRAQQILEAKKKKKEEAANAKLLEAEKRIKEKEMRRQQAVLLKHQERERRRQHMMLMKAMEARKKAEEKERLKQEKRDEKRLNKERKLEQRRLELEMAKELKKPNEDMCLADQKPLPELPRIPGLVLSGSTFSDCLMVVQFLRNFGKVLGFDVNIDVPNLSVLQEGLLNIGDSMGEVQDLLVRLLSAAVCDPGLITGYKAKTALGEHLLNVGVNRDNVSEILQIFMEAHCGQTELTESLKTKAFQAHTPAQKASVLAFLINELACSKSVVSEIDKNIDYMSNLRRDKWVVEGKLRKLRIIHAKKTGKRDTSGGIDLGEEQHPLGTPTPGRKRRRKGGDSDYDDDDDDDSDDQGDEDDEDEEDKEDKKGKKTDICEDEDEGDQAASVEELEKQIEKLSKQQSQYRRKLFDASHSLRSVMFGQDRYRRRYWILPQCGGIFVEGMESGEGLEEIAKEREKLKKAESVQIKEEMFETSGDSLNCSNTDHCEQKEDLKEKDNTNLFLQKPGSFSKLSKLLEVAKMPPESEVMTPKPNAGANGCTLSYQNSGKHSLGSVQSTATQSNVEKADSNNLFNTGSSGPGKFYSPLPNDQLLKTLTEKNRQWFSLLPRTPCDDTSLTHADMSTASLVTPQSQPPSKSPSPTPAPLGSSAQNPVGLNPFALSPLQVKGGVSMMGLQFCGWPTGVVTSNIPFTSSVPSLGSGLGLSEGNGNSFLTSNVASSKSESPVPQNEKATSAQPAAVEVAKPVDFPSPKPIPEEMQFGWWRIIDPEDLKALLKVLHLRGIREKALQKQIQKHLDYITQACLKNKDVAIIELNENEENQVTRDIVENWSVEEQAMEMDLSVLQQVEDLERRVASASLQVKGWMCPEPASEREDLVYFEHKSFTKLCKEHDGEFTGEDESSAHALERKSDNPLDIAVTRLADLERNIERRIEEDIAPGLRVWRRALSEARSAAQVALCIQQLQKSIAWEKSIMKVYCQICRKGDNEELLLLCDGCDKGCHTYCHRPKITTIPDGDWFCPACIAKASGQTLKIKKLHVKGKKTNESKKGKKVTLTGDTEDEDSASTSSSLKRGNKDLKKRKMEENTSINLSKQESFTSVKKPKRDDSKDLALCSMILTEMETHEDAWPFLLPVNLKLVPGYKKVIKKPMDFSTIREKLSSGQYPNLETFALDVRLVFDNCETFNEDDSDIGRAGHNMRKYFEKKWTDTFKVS
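AlphaScreen luminescence quantifies BAZ2B engagement of H3K14Ac peptide; the protein and biotinylated peptide are both at 50 nM final, buffer PBS pH 7.4 with 0.01% Tween-20, all steps at room temperature.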
G9a inh – G9a (human) methyltransferase inhibition. 8.8% of 350,000 active. Q96KQ7. Potency, µM (doses to about 102 µM), inactives show top-dose activity, negative = inhibition, actives largely listed as inhibitors. G9a H3K9 monomethylation, AlphaScreen, 2 h; also: % is scaled to controls: 0 for no effect and ±100 for the full control effect; nearly all actives have a fitted effect of over 75% in size
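AlphaScreen detection with an anti-monomethyl H3K9 antibody quantified product after a 2 h room-temperature reaction containing 500 nM biotinylated H3K9 peptide, 20 µM SAM and 20 nM enzyme, which had been preincubated 15 min with compound.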
Anesthetic bind – candidate novel general anesthetic via apoferritin binding; apoferritin/1-aminoanthracene competitive binding, fluorescence; 0.074% of 350,000 active; AID 485281; Potency, µM (series often up to 77.5 µM), for the others: at the highest dose activity change, negative = displacement, actives largely listed as inhibitors; also: % is scaled to controls: 0 for no effect and ±100 for the full control effect; nearly all actives have a fitted effect of over 20% in size
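Steps: apoferritin (10 uM) was premixed with half-saturated 1-AMA in PBS, compounds were pin-transferred, plates stood 10 min at room temperature, fluorescence was read at 380/535 nm, and curves were fitted with a Hill equation.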
APEX1 inh – inhibitors of human APE1 endonuclease; P27695; Potency, µM (titrated, usually from 65.8 µM), inactives show top-dose activity change, negative = inhibition, usual class: inhibitors; 0.35% of 350,000 active; recombinant APE1, TAMRA/BHQ-2 abasic DNA cleavage fluorescence;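 also: plate controls were vehicle for no effect and reference inhibitor for full effect; nearly all actives have a fitted effect of over 55% in size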
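APE1 at 0.75 nM preincubated 15 min at room temperature with compound. Reaction then started with 50 nM double-stranded THF-abasic substrate labelled with TAMRA/BHQ-2, and 525/598 nm fluorescence read kinetically. Activity taken as third-minus-first read difference, normalized to DMSO and NSC13755 controls.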
Pol iota inh – DNA polymerase iota (human) inhibition | Q9UNA4 | Pol iota fluorescent replication assay, 10 min | Potency, µM (top dose mostly 115 µM), inactives show at the highest dose activity, negative = inhibition, most hits filed as inhibitors | 1% of 390,000 active | AID 588590
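Fluorescent replication assay read twice, at 0 min and 10 min after adding 50 nM (final) substrate. Enzyme (10 nM) and compounds were first incubated 15 min at room temperature; enzyme-free buffer wells were negative controls.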
Numbers without * were called inactive; ? = inconclusive; / = not tested or not shown; [ ] = remark or other dose. Calls follow the shape of the dose curve; as a rule, active = well fitted curve in the direction sought with a large enough effect; inconclusive = small, poorly fitted or top-dose-only effect, or another doubt; inactive = no such curve, though single readings can be large; an effect the other way counts as inactive or inconclusive. Potency is read from the fitted curve at half-maximal effect. The list is partial (hit frequency here may not be typical).

[1] O=c1[nH]cc(N2CCCCCC2)c(=O)[nH]1
[2] CC(=O)N1CC[n+]2c(-c3ccc(Cl)cc3Cl)csc21
[3] CC(=O)Nc1ccc(NC(=O)CS(=O)(=O)Cc2ccccc2)cc1
[4] CCOc1cc(NC(=O)c2ccco2)c(OCC)cc1NC(=O)CCc1ccc(OC)cc1
[5] CCCOc1ccc(C2C(C(=O)OC)=C(C)N=C3SCCC(=O)N32)cc1OCC (stereo not drawn)
[6] O=C(CN(C(=O)c1csnn1)c1ccccc1F)NCc1ccccc1
[7] CCC1CCCCN1CCCCOc1cccc(Cl)c1 (stereo not drawn)
[8] CCc1c(C)sc(NC(=O)Cn2nc(C(F)(F)F)c3c2CCCC3)c1C#N
screen / no.	1	2	3	4	5	6	7	8
POLH inh	-10%	-15%	-19%	/	-4%	-25%	6%	2%
BLM helicase inh	-1%	5%	-1%	2%	-3%	-1%	-8%	-3%
Pol kappa inh	-6%	-10%	-8%	/	-13%	1%	-2%	-4%
Pol beta inh	1%	-6%	9%	22%	-1%	10%	18%	0%
BAZ2B block	1%	?	1%	3%	-29%	29%	?	10%
G9a inh	50µM*	13µM*	50%	9%	-5%	22%	-21%	14µM*
Anesthetic bind	-9%	-7%	-1%	-8%	?	-4%	-8%	7%
APEX1 inh	2%	3%	20%	0%	-1%	54%[activator]	-12%	1%
Pol iota inh	75%[activator]	?	20%	/	-9%	73%[activator]	-9%	21%

[9] CC1CCCCC1NC(=O)COc1ccc(C#N)cc1 (stereo not drawn)
[10] N#Cc1cc2c(=O)n3ccccc3nc2n(CCN2CCOCC2)c1=O
[11] CCCCc1nc2cc(C(=O)N3CCN(c4nc(C)cnc4C)CC3)ccc2o1
[12] COc1ccccc1Nc1ncnc2nc[nH]c12
[13] COC(=O)C1CCN(Cc2cn(-c3ccccc3)nc2-c2ccc3c(c2)OCO3)CC1
[14] CC(Sc1nc(=O)cc(N)n1CCc1ccccc1)C(=O)Nc1ccccc1C#N (stereo not drawn)
[15] CCC(CC)COC(=O)C1=C(C)NC(=O)NC1c1ccc2c(c1)OCO2 (stereo not drawn)
[16] Cc1ccc2[nH]c3c(c2c1)CCCC3C(N)=O (stereo not drawn)
screen / no.	9	10	11	12	13	14	15	16
POLH inh	-12%	/	-5%	-2%	-24%	2%	-12%	-5%
BLM helicase inh	/	1%	-1%	0%	-2%	1%	-5%	-4%
Pol kappa inh	-10%	/	-2%	-2%	-13%	7%	2%	-8%
Pol beta inh	/	0%	2%	11%	?	20%	?	-4%
BAZ2B block	/	2%	-27%	12%	?	-24%	-1%	-32%
G9a inh	/	-41%	-6%	15%	/	-22%[59 µM]	-5%	3%[59 µM]
Anesthetic bind	/	38%[activator]	?	-6%	4%	4%	-7%	2%
APEX1 inh	49%[activator]	2%	21%	-1%	-3%	/	-1%	4%
Pol iota inh	20%	/	0%	2%	136%[activator]	8%	2%	27%

Rewritten as labelled records: part of the list above
#15 CCC(CC)COC(=O)C1=C(C)NC(=O)NC1c1ccc2c(c1)OCO2 (stereo not drawn)
  POLH inh = -12%
  BLM helicase inh = -5%
  Pol kappa inh = 2%
  Pol beta inh = ?
  BAZ2B block = -1%
  G9a inh = -5%
  Anesthetic bind = -7%
  APEX1 inh = -1%
  Pol iota inh = 2%

#16 Cc1ccc2[nH]c3c(c2c1)CCCC3C(N)=O (stereo not drawn)
  POLH inh = -5%
  BLM helicase inh = -4%
  Pol kappa inh = -8%
  Pol beta inh = -4%
  BAZ2B block = -32%
  G9a inh = 3%[59 µM]
  Anesthetic bind = 2%
  APEX1 inh = 4%
  Pol iota inh = 27%

Additional entries follow.
[17] COC(=O)c1ccc(COc2ccc(C(C)(C)C)cc2)o1
[18] CCOc1ccccc1NC(=O)c1cc(-c2ccccn2)nc2ccccc12
[19] O=C(Nc1ccc(-n2nncc2-c2ccccc2)cc1)c1cccc(F)c1
[20] CCCCC(=O)Nc1cccc(NC(=O)c2cccnc2Cl)c1
[21] Cc1ccc(NC(=O)CN(C)C(=O)CSc2nnc(N)s2)cc1
[22] O=C(CSc1nnc(-c2cccc(F)c2)o1)N1CCCC1
[23] COc1ccc(-c2noc(CCC(=O)NCCCN3CCC(C)CC3)n2)cc1
[24] CCCCN1C(=O)c2ccc(C(=O)OCC(=O)N3CCN(c4ccccc4)CC3)cc2C1=O
screen / no.	17	18	19	20	21	22	23	24
POLH inh	-22%	-5%	-8%	-9%	-5%	-4%	-19%	-10%
BLM helicase inh	-12%	/	-6%	0%	/	-1%	-5%	/
Pol kappa inh	-11%	-5%	-11%[60.1 µM]	-1%	1%	-6%	-15%	-2%
Pol beta inh	-24%	/	10%	-2%	/	20%	2%	/
BAZ2B block	121%[activator]	6%	-18%	21%	6%	-9%	7%	9%
G9a inh	269%[activator]	-8%[12.7 µM]	9%[59 µM]	/	16%[59 µM]	-1%	-10%[12.7 µM]	22%[59 µM]
Anesthetic bind	-13%	/	51%[activator]	1%	/	-1%	-15%	/
APEX1 inh	35%	-4%	/	-11%	3%	-6%	1%	-13%
Pol iota inh	?	1%	11%	46%[activator]	-8%	32%[activator]	8%	16%

[25] Cc1onc(-c2ccccc2)c1C(=O)NCC1CCCO1 (stereo not drawn)
[26] COCCCN1C(=O)C(=O)/C(=C(/O)c2ccc(OCC(C)C)cc2C)C1c1cccnc1 (stereo not drawn)
[27] CC(C)(C)C1(O)CC(C(F)(F)F)=NN1C(=O)Cc1ccc([N+](=O)[O-])cc1 (stereo not drawn)
[28] Cc1c(C(=O)O)[nH]c2c1C(=O)CC(c1ccc(Cl)cc1)C2 (stereo not drawn)
[29] CN(CC(=O)Nc1ccc(F)c(Cl)c1)S(=O)(=O)c1cccc2nsnc12
[30] CC(C)CNC(=O)c1cccc(NC(=O)CCc2ccccc2)c1
[31] CCn1c(O)c(N=NC(=O)Cc2csc(N3CCOCC3)n2)c2ccccc21
[32] O=S(=O)(Nc1nccs1)c1ccc2c(c1)OCCO2
screen / no.	25	26	27	28	29	30	31	32
POLH inh	13%	-15%	-11%	-11%	-11%	-3%	-2%	-11%
BLM helicase inh	-2%	-3%	-7%	3%	-9%	-3%	-1%	-4%
Pol kappa inh	-1%	1%	7%	-3%[60.1 µM]	-24%	1%[60.1 µM]	-4%	-4%
Pol beta inh	-23%	?	-5%	1%	-19%	1%	2%	6%
BAZ2B block	-20%	-1%	-22%	-4%	-19%	6%	/	?
G9a inh	?	?	15%[59 µM]	19%[12.7 µM]	-43%[59 µM]	/	5%	-20%
Anesthetic bind	-3%	-8%	?	-5%	-3%	-6%	-20%	-5%
APEX1 inh	1%	-2%	10%	0%	3%	2%	-4%	0%
Pol iota inh	13%	1%	23%	-2%	25%	0%	45%[activator]	-7%

[33] Cc1ccccc1OCCC(=O)Nc1ccc(F)c(Cl)c1
[34] Cc1coc2cc3oc(=O)cc(C)c3cc12
[35] CCN(Cc1ccccc1)S(=O)(=O)c1ccc(C(=O)N(CCCN(C)C)c2nc3cc4c(cc3s2)OCO4)cc1
[36] CC1CCC(N2CCN(S(C)(=O)=O)CC2)CC1 (stereo not drawn)
[37] Cc1c(C(=O)N(C)c2ccccc2)sc2nc(-c3ccc(F)cc3)cn12
[38] CCOC(=O)c1ccccc1NC(=O)c1cc2ccccc2o1
[39] COc1ccccc1NC(=O)CC1C(=O)Nc2c1c(=O)n(C)c(=O)n2C (stereo not drawn)
[40] COc1ccc(CCNC(=O)c2ccc(CS(=O)(=O)c3ccc(Br)cc3)o2)cc1OC
[41] Cc1ccc(C2(C)NC(=O)N(CC(=O)c3ccc(Cl)s3)C2=O)cc1 (stereo not drawn)
[42] CCOc1ccc(S(=O)(=O)NCCC(=O)N2CCN(Cc3ccccc3)CC2)cc1
screen / no.	33	34	35	36	37	38	39	40	41	42
POLH inh	-12%	-8%	-13%	-8%	-12%	-15%	-4%	-4%	?	-27%
BLM helicase inh	-12%	4%	6%	4%	-2%	-2%	-5%	3%	-19%	/
Pol kappa inh	-3%	-16%	5%	-4%	-2%[60.1 µM]	-22%	-12%	-9%	-15%	-12%
Pol beta inh	-26%	-2%	0%	7%	-18%	20%	20%	4%	20µM*	/
BAZ2B block	53%[activator]	1%	25µM*	32µM*	-36%	-3%	3%	-17%	?	7%
G9a inh	34%[59 µM]	6%	/	?	-26%[59 µM]	27%	-2%[2.33 µM]	-4%	17%[59 µM]	-29%
Anesthetic bind	-11%	-7%	?	-10%	-13%	-10%	-4%	-9%	?	/
APEX1 inh	2%	-1%	-7%	0%	/	47%[activator]	-1%	5%	-2%	11%
Pol iota inh	3%	28%	18%	13%	-2%	17%	11%	-22%	?	-4%

Molecules above with fluorine (eight):
[6] O=C(CN(C(=O)c1csnn1)c1ccccc1F)NCc1ccccc1
[8] CCc1c(C)sc(NC(=O)Cn2nc(C(F)(F)F)c3c2CCCC3)c1C#N
[19] O=C(Nc1ccc(-n2nncc2-c2ccccc2)cc1)c1cccc(F)c1
[22] O=C(CSc1nnc(-c2cccc(F)c2)o1)N1CCCC1
[27] CC(C)(C)C1(O)CC(C(F)(F)F)=NN1C(=O)Cc1ccc([N+](=O)[O-])cc1 (stereo not drawn)
[29] CN(CC(=O)Nc1ccc(F)c(Cl)c1)S(=O)(=O)c1cccc2nsnc12
[33] Cc1ccccc1OCCC(=O)Nc1ccc(F)c(Cl)c1
[37] Cc1c(C(=O)N(C)c2ccccc2)sc2nc(-c3ccc(F)cc3)cn12
screen / no.	6	8	19	22	27	29	33	37
POLH inh	-25%	2%	-8%	-4%	-11%	-11%	-12%	-12%
BLM helicase inh	-1%	-3%	-6%	-1%	-7%	-9%	-12%	-2%
Pol kappa inh	1%	-4%	-11%[60.1 µM]	-6%	7%	-24%	-3%	-2%[60.1 µM]
Pol beta inh	10%	0%	10%	20%	-5%	-19%	-26%	-18%
BAZ2B block	29%	10%	-18%	-9%	-22%	-19%	53%[activator]	-36%
G9a inh	22%	14µM*	9%[59 µM]	-1%	15%[59 µM]	-43%[59 µM]	34%[59 µM]	-26%[59 µM]
Anesthetic bind	-4%	7%	51%[activator]	-1%	?	-3%	-11%	-13%
APEX1 inh	54%[activator]	1%	/	-6%	10%	3%	2%	/
Pol iota inh	73%[activator]	21%	11%	32%[activator]	23%	25%	3%	-2%
